Compound activity deposited in PubChem by Broad Institute.
STK33 inh: blocks human STK33 kinase activity; actives 0.44% (n = 27,000); inhibition, % at 12.5 µM; Q9BYT3; ADP-Glo luminescence, MBP substrate; in the data active = inhibition above about 20%; inconclusive = no clear call, values can overlap the other calls
Target sequence (Q9BYT3 whole entry, looked up): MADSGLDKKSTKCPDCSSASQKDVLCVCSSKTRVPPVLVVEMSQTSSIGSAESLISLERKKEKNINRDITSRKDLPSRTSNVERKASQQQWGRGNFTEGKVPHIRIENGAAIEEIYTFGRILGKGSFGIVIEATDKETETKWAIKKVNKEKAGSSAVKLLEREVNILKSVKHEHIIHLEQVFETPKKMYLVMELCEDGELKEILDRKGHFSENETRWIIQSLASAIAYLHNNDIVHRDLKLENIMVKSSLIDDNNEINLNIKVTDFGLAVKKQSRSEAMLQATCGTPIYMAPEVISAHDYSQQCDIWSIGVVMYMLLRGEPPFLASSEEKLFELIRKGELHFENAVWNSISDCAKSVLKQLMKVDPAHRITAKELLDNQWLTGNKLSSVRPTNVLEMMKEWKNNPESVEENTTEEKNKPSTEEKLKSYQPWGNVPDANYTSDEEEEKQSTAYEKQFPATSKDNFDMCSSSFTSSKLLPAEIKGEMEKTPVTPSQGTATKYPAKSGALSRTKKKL
p53 PUMA act: mutant p53 pathway reactivation | SW480 PUMA-promoter luciferase | activation, % at 9.98 µM | actives 1.5% (n = 28,000) | AID 624151; in the data active = activation above about 52%; inconclusive = no clear call, values can overlap the other calls
Numbers without * were called inactive; ? = inconclusive; . = no result given. The list is partial; rates above refer to the full screens.

SMILES | STK33 inh | p53 PUMA act
CS(=O)(=O)N(CC(=O)NC1CCCCCC1)c1ccc(I)cc1 | -5 | 39
CC(C)NC(=O)Nc1ccc2c(c1)C(=O)N([C@@H](C)CO)C[C@H](C)[C@@H](CN(C)Cc1ccc(C(=O)O)cc1)O2 | 0 | .
Cc1nn(C(C)C(=O)NCC2CCCO2)c(C)c1[N+](=O)[O-] (configuration not stated) | 0 | 1
CNC[C@@H]1Oc2ccc(NS(=O)(=O)c3cccs3)cc2C(=O)N([C@@H](C)CO)C[C@@H]1C | 4 | .
Cc1noc(C)c1NC(=O)N(C)C[C@@H]1OCCCC[C@@H](C)Oc2ccc(NC(=O)c3ccccc3)cc2C(=O)N([C@@H](C)CO)C[C@H]1C | . | -2
C[C@@H]1CCCCO[C@H](CN(C)C(=O)c2ccccc2)[C@@H](C)CN([C@H](C)CO)C(=O)c2cc(NC(=O)CCC(F)(F)F)ccc2O1 | 1 | .
CCCCCCCCC[C@@H](O)CC(=O)CCc1ccc(O)c(OC)c1 | 2 | 6
O=C(CSc1nc2ccc([N+](=O)[O-])cc2s1)Nc1ccc(Br)cc1Cl | -1 | -2
CCCC#Cc1cnc2c(c1)C(=O)N([C@H](C)CO)C[C@@H](C)[C@@H](CN(C)S(=O)(=O)c1ccccc1)O2 | . | 11
C[C@H](CO)N1C[C@H](C)[C@H](CN(C)C(=O)CCCN(C)C)OCCCC[C@H](C)Oc2ccc(NS(=O)(=O)c3cn(C)cn3)cc2C1=O | . | 11
C[C@@H]1CCCCO[C@@H](CN(C)C(=O)CCC(F)(F)F)[C@@H](C)CN([C@H](C)CO)C(=O)c2cc(NC(=O)C3CCCCC3)ccc2O1 | 0 | .
COc1cc([C@@H]2c3cc4c(cc3[C@H](O)[C@H]3COC(=O)[C@H]23)OCO4)cc(OC)c1OC | 1 | .
CC1(C)O[C@@H]2CC3C4C[C@H](F)C5=CC(=O)CC[C@]5(C)C4[C@@H](O)C[C@]3(C)[C@]2(C(=O)CO)O1 (some centres not stated) | -6 | .
Cc1noc(C)c1NC(=O)N(C)C[C@H]1Oc2ccc(NC(=O)NC(C)C)cc2CC(=O)N([C@@H](C)CO)C[C@@H]1C | 4 | 6
Cc1ccc(S(=O)(=O)Nc2ccc3c(c2)CC(=O)N([C@@H](C)CO)C[C@H](C)[C@H](CN(C)S(=O)(=O)c2cccs2)O3)cc1 | -8 | .
C=CC(C)(O)CC/C=C(\C)C(=O)OCC1CCC2C(C(=O)O)=COC(OC3OC(CO)C(O)C(O)C3O)C12 (configuration not stated) | -1 | 16
C[C@H]1CN([C@@H](C)CO)C(=O)CCCn2cc(nn2)CO[C@@H]1CN(C)C(=O)C1CC1 | -1 | -1
COc1ccc(NC(=O)CN(C)S(=O)(=O)c2ccc(F)cc2)cc1OC | 2 | -13
C[C@@H]1CN([C@@H](C)CO)C(=O)c2cc(C#Cc3cccnc3)cnc2O[C@H]1CN(C)C | . | 3
Cc1noc(C)c1NC(=O)Nc1ccc2c(c1)C(=O)N([C@H](C)CO)C[C@H](C)[C@@H](CN(C)CC1CCCCC1)OCCCC[C@@H](C)O2 | 1 | .
C[C@H](CO)N1C[C@H](C)[C@@H](CN(C)C(=O)NC2CCCCC2)Oc2c(NC(=O)Nc3ccc(C(F)(F)F)cc3)cccc2C1=O | . | -37
COc1ccc(NC(=O)N(C)C[C@@H]2Oc3ccc(NS(=O)(=O)c4ccc(OC)cc4)cc3CC(=O)N([C@H](C)CO)C[C@@H]2C)cc1 | 2 | .
CS(=O)(=O)Nc1ccc2c(c1)[C@@H]1C[C@H](CC(=O)NCc3ccncc3)O[C@H](CO)[C@@H]1O2 | . | 8
COc1ccc(S(=O)(=O)N(C)C[C@@H]2Oc3ccc(NS(=O)(=O)c4ccccc4)cc3CC(=O)N([C@H](C)CO)C[C@H]2C)cc1 | -1 | .
C[C@@H]1O[C@@H](O[C@@H]2[C@@H](O)[C@H](OC(=O)[C@]34CCC(C)(C)CC3C3=CCC5[C@@]6(C)CC[C@H](OC7OC(CO)C(OC8OCC(O)C(O)C8O)C(O)C7O)C(C)(C)C6CC[C@@]5(C)[C@]3(C)CC4O)O[C@H]2CO)[C@H](O)[C@H](O)[C@H]1O[C@H]1OC[C@](O)(CO)[C@H]1O (some centres not stated) | 1 | -7
CSc1scc2c1-c1nn(C(=O)c3ccc(Cl)cc3)cc1CC2 | -3 | .
COc1ccc(S(=O)(=O)NCc2ccco2)c(Cl)c1Cl | 2 | -11
CCOC(=O)CSc1nnc(-c2ccc(OC)cc2)n1-c1ccccc1C | -5 | 0
CNC[C@H]1Oc2ccc(NS(=O)(=O)c3cccs3)cc2CC(=O)N([C@H](C)CO)C[C@H]1C | -1 | -4
OC(CNC1CCCC1)Cn1c2ccccc2c2ccccc21 (configuration not stated) | 2 | -9
C[C@@H]1CCCCO[C@@H](CN(C)CC2CC2)[C@@H](C)CN([C@H](C)CO)C(=O)c2cc(NC(=O)Nc3ccccc3)ccc2O1 | -3 | .
C[C@@H]1CN([C@H](C)CO)C(=O)c2cc(NC(=O)Nc3cccc4ccccc34)ccc2O[C@H]1CN(C)S(=O)(=O)c1ccc(F)cc1 | -3 | .
C[C@@H]1CN([C@@H](C)CO)C(=O)c2cc(NC(=O)Cc3ccccc3)ccc2O[C@@H](C)CCCCO[C@H]1CN(C)C(=O)Nc1ccccc1 | . | -9
Cc1c(Br)c([N+](=O)[O-])nn1C(C)C(=O)NCC1CCCO1 (configuration not stated) | -2 | 5
O=C(OCc1ccc(-c2cccc(Cl)c2Cl)o1)c1cccnc1 | 2 | 4
COc1ccccc1C1CCN(Cc2cccc3ccccc23)CC1 | 0 | .
CC1CCc2c(sc3ncn(CC(=O)Nc4ccccc4C(F)(F)F)c(=O)c23)C1 (configuration not stated) | 0 | 8
CC1(C)Oc2ccc3ccc(=O)oc3c2CC1O (configuration not stated) | 1 | .
O=C(c1ccco1)N1CCN(CCOc2ccccc2)CC1 | 2 | .
COC(=O)c1ccc(NC(=O)CN(c2ccc3c(c2)OCCO3)S(C)(=O)=O)cc1 | 1 | 28

Shown in markdown: part of the list above
| SMILES | STK33 inh | p53 PUMA act |
| --- | --- | --- |
| C[C@@H]1O[C@@H](O[C@@H]2[C@@H](O)[C@H](OC(=O)[C@]34CCC(C)(C)CC3C3=CCC5[C@@]6(C)CC[C@H](OC7OC(CO)C(OC8OCC(O)C(O)C8O)C(O)C7O)C(C)(C)C6CC[C@@]5(C)[C@]3(C)CC4O)O[C@H]2CO)[C@H](O)[C@H](O)[C@H]1O[C@H]1OC[C@](O)(CO)[C@H]1O (some centres not stated) | 1 | -7 |
| CSc1scc2c1-c1nn(C(=O)c3ccc(Cl)cc3)cc1CC2 | -3 | . |
| COc1ccc(S(=O)(=O)NCc2ccco2)c(Cl)c1Cl | 2 | -11 |
| CCOC(=O)CSc1nnc(-c2ccc(OC)cc2)n1-c1ccccc1C | -5 | 0 |
| CNC[C@H]1Oc2ccc(NS(=O)(=O)c3cccs3)cc2CC(=O)N([C@H](C)CO)C[C@H]1C | -1 | -4 |
| OC(CNC1CCCC1)Cn1c2ccccc2c2ccccc21 (configuration not stated) | 2 | -9 |
| C[C@@H]1CCCCO[C@@H](CN(C)CC2CC2)[C@@H](C)CN([C@H](C)CO)C(=O)c2cc(NC(=O)Nc3ccccc3)ccc2O1 | -3 | . |
| C[C@@H]1CN([C@H](C)CO)C(=O)c2cc(NC(=O)Nc3cccc4ccccc34)ccc2O[C@H]1CN(C)S(=O)(=O)c1ccc(F)cc1 | -3 | . |
| C[C@@H]1CN([C@@H](C)CO)C(=O)c2cc(NC(=O)Cc3ccccc3)ccc2O[C@@H](C)CCCCO[C@H]1CN(C)C(=O)Nc1ccccc1 | . | -9 |
| Cc1c(Br)c([N+](=O)[O-])nn1C(C)C(=O)NCC1CCCO1 (configuration not stated) | -2 | 5 |
| O=C(OCc1ccc(-c2cccc(Cl)c2Cl)o1)c1cccnc1 | 2 | 4 |
| COc1ccccc1C1CCN(Cc2cccc3ccccc23)CC1 | 0 | . |

Continued.
SMILES | STK33 inh | p53 PUMA act
COC(=O)c1cc(NC(=S)NCc2cccnc2)cc(C(=O)OC)c1 | 0 | 14
C[C@H](CO)N1C[C@H](C)[C@H](CN(C)C(=O)Nc2cccc3ccccc23)OCc2cnnn2CCCC1=O | 0 | .
C/C=C/c1ccc2c(c1)O[C@@H](CN(C)C(=O)Nc1cccc(F)c1)[C@H](C)CN([C@@H](C)CO)S2(=O)=O | . | -26
COC(=O)N(C)C[C@@H]1OCc2cnnn2CCCC(=O)N([C@H](C)CO)C[C@@H]1C | -6 | 1
C[C@@H]1CN([C@H](C)CO)C(=O)c2cc(C#Cc3ccccn3)cnc2O[C@@H]1CN(C)Cc1cccnc1 | . | 14
Cn1c(SCC(N)=O)nnc1-c1cccc(Cl)c1 | 3 | 9
Cc1ccc(S(=O)(=O)N(C)C[C@@H]2Oc3ncc(C#CCC(C)C)cc3C(=O)N([C@@H](C)CO)C[C@H]2C)cc1 | . | -14
COc1ccc(-c2cc(C(F)(F)F)nc(SCC(=O)Nc3ccccc3C)n2)cc1 | 0 | -28
C[C@@H]1CN([C@H](C)CO)S(=O)(=O)c2ccc(-c3ccncc3)cc2O[C@H]1CN(C)Cc1ccc(Oc2ccccc2)cc1 | . | -60
CC(C)CC#Cc1ccc2c(c1)O[C@H](CN(C)C(=O)c1cnccn1)[C@H](C)CN([C@@H](C)CO)S2(=O)=O | . | 5
C[C@H]1CCCCO[C@H](CN(C)C(=O)Nc2ccccc2)[C@@H](C)CN([C@@H](C)CO)C(=O)c2cc(NC(=O)Cc3ccccc3)ccc2O1 | . | -11
C[C@H](CO)N1C[C@H](C)[C@H](CN(C)Cc2ccc(C(=O)O)cc2)Oc2c(NC(=O)Nc3ccc(F)cc3)cccc2C1=O | . | -2
COc1ccc(CN(C)C[C@@H]2Oc3c(NC(=O)Nc4ccc(OC)cc4)cccc3C(=O)N([C@H](C)CO)C[C@H]2C)cc1 | . | 1
O=C(COc1ccccc1Cl)Nc1cccc(NC(=O)c2ccco2)c1 | 5 | ?
COc1ccccc1N1C(=O)C2C(c3ccc(F)cc3)NC(Cc3ccccc3)(C(=O)O)C2C1=O (configuration not stated) | . | 8
COC(=O)c1c(NC(=O)CC2NCCNC2=O)sc2c1CCCC2 (configuration not stated) | -5 | -11
C[C@H]1CCCCO[C@H](CN(C)C(=O)CCC(F)(F)F)[C@@H](C)CN([C@@H](C)CO)C(=O)c2cc(NC(=O)CCC(F)(F)F)ccc2O1 | . | 1
C[C@H](CO)N1C[C@H](C)[C@@H](CN(C)C(=O)NC2CCCCC2)Oc2ccc(NS(=O)(=O)c3ccccc3)cc2C1=O | . | 3
COc1cc(O)c(C(=O)/C=C/c2ccc(O)c(OC)c2)c(OC)c1 | 51* | .
C[C@@H]1CN([C@@H](C)CO)C(=O)c2cccc(NS(=O)(=O)c3ccccc3)c2O[C@@H]1CN(C)C(=O)Nc1ccc(C(F)(F)F)cc1 | . | -16
COc1ccc(OC)c(S(=O)(=O)NCC2CCCO2)c1 (configuration not stated) | -1 | 2
O=C(CSc1nnc(-c2ccccc2O)n1-c1ccccc1)Nc1ccc(N2CCOCC2)cc1 | 0 | 2
CN(CC(=O)Nc1ccccc1-c1ccccc1)S(=O)(=O)c1ccc(Br)cc1 | 3 | -6
C[C@H](CO)N1C[C@H](C)[C@@H](CN(C)Cc2ccc(-c3ccccc3)cc2)OCc2cnnn2CCCC1=O | 0 | .
C[C@@H]1CN([C@@H](C)CO)C(=O)CCCn2cc(nn2)CO[C@@H]1CN(C)Cc1ccc(C(=O)O)cc1 | -2 | .
CC(C)(C)NCC(O)c1cc(O)cc(O)c1 (configuration not stated) | -1 | .
COc1ccc(S(=O)(=O)N(C)CC(=O)Nc2ccccc2F)cc1C | -2 | 18
C[C@H](CO)N1C[C@H](C)[C@H](CN(C)C(=O)Nc2ccc(F)cc2)Oc2ncc(C#CCN(C)C)cc2C1=O | 3 | -3
CCN(CC(=O)Nc1cccc([N+](=O)[O-])c1)S(=O)(=O)c1ccc(F)cc1 | 4 | 3
O=C(NCc1ccc(F)cc1)[C@H]1C[C@H]2C(=O)N[C@@H](Cc3ccccc3)C(=O)N2[C@H]1c1cccc(OCCO)c1 | 5 | .
CCN(CC(=O)Nc1ccc(I)cc1)S(=O)(=O)c1ccc(C)cc1 | 2 | 5
C[C@H](CO)N1C[C@H](C)[C@H](CN(C)C)Oc2ccc(NC(=O)C3CC3)cc2C1=O | . | 4
CCN1CCOC(CC(=O)Nc2ccc3c(c2)OCCO3)C1=O (configuration not stated) | -2 | -11
C[C@H]1CN([C@@H](C)CO)C(=O)Cc2cc(NC(=O)Nc3ccc(F)cc3)ccc2O[C@H]1CN(C)S(=O)(=O)c1ccc(Cl)cc1 | -1 | .
COc1ccc(CN(C)C[C@H]2Oc3ccc(NC(=O)CCN4CCOCC4)cc3CC(=O)N([C@@H](C)CO)C[C@@H]2C)cc1 | 0 | .
C[C@H](CO)N1C[C@H](C)[C@@H](CN(C)Cc2ccc(C(=O)O)cc2)Oc2ccc(NC(=O)Cc3cn(C)c4ccccc34)cc2CC1=O | . | -6
CC1(C(=O)NCCCn2ccnc2)CC1(Cl)Cl (configuration not stated) | 1 | -4
CC(=O)O[C@H]1[C@H](Oc2cc(O)cc(O)c2C(=O)c2cccc(O)c2)O[C@H](CO)[C@@H](OC(=O)c2ccccc2)[C@@H]1O | 0 | 10
C[C@H](CO)N1C[C@H](C)[C@H](CN(C)C(=O)NC2CCCCC2)Oc2c(NC(=O)NC3CCCCC3)cccc2C1=O | . | -6
Cc1noc(C)c1S(=O)(=O)N(C)C[C@H]1Oc2ccc(NS(C)(=O)=O)cc2CC(=O)N([C@@H](C)CO)C[C@H]1C | -1 | 4
c1ccc([C@H]2CN3CCSC3=N2)cc1 | 3 | .
O=C(COc1ccccc1Cl)Nc1ccc2oc(-c3ccccc3Br)nc2c1 | 4 | 38
CCOC(=O)c1c(NC(=O)CSc2nccc(C)n2)sc(C)c1C | -1 | -8
